Assay outcomes (PubChem)
uPA generation: inhibitors of cell surface uPA generation | cell surface uPA generation assay, qHTS | Potency, µM (highest dose often 38.3 µM), inactives show at the top dose activity change, negative = inhibition, hits mostly inhibitors | 0.31% of 330,000 active | AID 540303; active = well fitted inhibition curve with a large enough effect; inconclusive = small, poorly fitted or top-dose-only effect; inactive = no such curve, though single readings can be large or run the other way; tested in mouse RAW 264.7 cells; also: % is scaled to controls: 0 for no effect and ±100 for the full control effect; nearly all actives have a fitted effect of over 55% in size
VP16 counter: Gal4-VP16 reporter inhibition counter-screen; Drosophila S2 Gal4-VP16 UAS-luciferase, luminescence, 20 h; AID 2546; 3.5% of 310,000 active; Potency, µM (titrated, usually from 53.6 µM), without a hit: at the highest dose activity, negative = inhibition, most hits filed as inhibitors;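 also: Gal4-VP16 expression switched on by copper sulfate through the metallothionein promoter; % is scaled to controls: 0 for no effect and ±100 for the full control effect; nearly all actives have a fitted effect of over 50% in size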
ELG1 genotox: genotoxicity induction in ELG1-luciferase HEK293T cells; HEK293T ELG1-luciferase reporter, luminescence, 16 h; Potency, µM (top dose mostly 46 µM), for inactives: top-dose activity change, positive = activation, most hits filed as activators; 1.3% of 330,000 active; also: % of control where 0% means no effect; nearly all actives have a fitted effect of over 60% in size
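ELG1-luciferase HEK293T cells, 2,000/well; compound pinned in; 16 hr, 37 °C, 5% CO2; ONE-Glo, 30 min RT; luminescence on CCD imager.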
p53 reactivator: mutant p53 re-activation in reporter cells | H1299 p53-A138V BP100-luciferase reporter, luminescence, 24 h | Potency, µM (top dose mostly 92.2 µM), for inactives: at the highest dose activity change, positive = activation, actives largely listed as activators | 0.063% of 320,000 active; also: % of control where 0% means no effect; nearly all actives have a fitted effect of over 45% in size
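p53-null H1299 cells stably carrying temperature-sensitive p53-A138V and a BP100-luciferase reporter were pinned with compounds (4-point, 1:5 series) and held 24 hrs at 37 deg C. Luminescence was read 10 min after detection reagent.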
BRCA1 expr up: increases BRCA1 expression | MCF7-BRCA1-FFLuc reporter, luminescence, 48 h; response scale: scaled: vehicle 0%, 10 µM genistein 100% | Potency, µM (top dose mostly 46.1 µM), inactives show top-dose activation, actives largely listed as activators | 1.1% of 380,000 active | AID 624202; also: nearly all actives have a fitted effect of over 80% in size; some results filed as inactive show a strong effect at the top dose
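48 h compound treatment of MCF7-BRCA1-FFLuc cells (phenol-red free MEM, 37 °C), then 15 min with luciferase substrate and luminescence imaging.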
MBNL1-CUG inh: inhibitors of human MBNL1 binding to CUG repeat RNA; TR-FRET MBNL1-His/biotin-(CUG)12 binding, 665/545 ratio; Q9NR56; AID 2675; Potency, µM (doses to about 57.5 µM), for inactives: at the top dose activity change, negative = inhibition, most hits filed as inhibitors; 0.036% of 280,000 active; active = well fitted inhibition curve with a large enough effect in the signal ratio, with a control signal flat, not every such curve was filed as active; inconclusive = small, poorly fitted or top-dose-only effect, or effect the other way, or a change in a side signal; inactive = no such curve, though single readings can be large or run the other way; the % refers to the signal ratio; also: % is scaled to controls: 0 for no effect and ±100 for the full control effect
Target sequence (Q9NR56 whole entry, looked up): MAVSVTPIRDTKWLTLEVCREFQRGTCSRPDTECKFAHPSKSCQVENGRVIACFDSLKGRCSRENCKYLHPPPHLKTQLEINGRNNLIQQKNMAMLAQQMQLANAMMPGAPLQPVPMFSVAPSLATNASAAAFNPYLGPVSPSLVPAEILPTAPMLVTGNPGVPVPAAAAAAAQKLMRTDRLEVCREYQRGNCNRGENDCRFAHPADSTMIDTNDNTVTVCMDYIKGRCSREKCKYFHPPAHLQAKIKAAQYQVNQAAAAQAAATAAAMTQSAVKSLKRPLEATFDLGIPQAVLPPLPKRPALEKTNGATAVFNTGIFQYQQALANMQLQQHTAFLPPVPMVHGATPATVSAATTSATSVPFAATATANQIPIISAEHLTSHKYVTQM
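Compounds (final 92 nM to 58 uM) are added to His-tagged MBNL1 and biotin-(CUG)12, then terbium anti-His antibody and streptavidin-XL665 (5 nM final). After 60 min at room temperature, the 665/545 nm ratio is read.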
NPC1 prom act: activators of NPC1 promoter; AID 485313; 2.4% of 320,000 active; Potency, µM (series often up to 9.22 µM), without a hit: top-dose activation, hits mostly activators; Huh7 NPC1 promoter luciferase reporter, 24 h;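 also: % of control where 0% means no effect; nearly all actives have a fitted effect of over 60% in size; reporter is driven by a mutant NPC1 promoter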
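Cells: Huh7 expressing luciferase under the NPC1 promoter, 1500/well. Seeded 2 h, compound added, incubated 24 h at 37 °C. Luciferase reagent, 10 min ambient, then luminescence.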
RORg inh: ROR gamma (mouse) transcription inhibition. P51450. Drosophila S2 Gal4-RORgamma UAS-luciferase reporter, 20 h. Potency, µM (doses to about 53.6 µM), without a hit: top-dose activity change, negative = inhibition, hits mostly inhibitors. 5.4% of 310,000 active. AID 2551; also: % is scaled to controls: 0 for no effect and ±100 for the full control effect; nearly all actives have a fitted effect of over 60% in size
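A Gal4/UAS one-hybrid system in insect cells: metallothionein-promoter Gal4–ROR gamma fusion plus Photinus luciferase reporter. Copper sulfate 700 uM final, 20 hr ambient incubation, luminescent detection after 10 min with reagent.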
FLuc modulator: counter-screen for miR-21 project: firefly luciferase inhibitors or activators | P08659 | purified FLuc, Km substrates, luminescence inhibition | Potency, µM (top dose mostly 57.5 µM), for the others: top-dose activity change, negative = inhibition, hits mostly inhibitors | 6.9% of 360,000 active | AID 588342;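 also: plate controls were vehicle for no effect and reference inhibitor for full effect; nearly all actives have a fitted effect of over 55% in size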
Target sequence (P08659 whole entry, looked up): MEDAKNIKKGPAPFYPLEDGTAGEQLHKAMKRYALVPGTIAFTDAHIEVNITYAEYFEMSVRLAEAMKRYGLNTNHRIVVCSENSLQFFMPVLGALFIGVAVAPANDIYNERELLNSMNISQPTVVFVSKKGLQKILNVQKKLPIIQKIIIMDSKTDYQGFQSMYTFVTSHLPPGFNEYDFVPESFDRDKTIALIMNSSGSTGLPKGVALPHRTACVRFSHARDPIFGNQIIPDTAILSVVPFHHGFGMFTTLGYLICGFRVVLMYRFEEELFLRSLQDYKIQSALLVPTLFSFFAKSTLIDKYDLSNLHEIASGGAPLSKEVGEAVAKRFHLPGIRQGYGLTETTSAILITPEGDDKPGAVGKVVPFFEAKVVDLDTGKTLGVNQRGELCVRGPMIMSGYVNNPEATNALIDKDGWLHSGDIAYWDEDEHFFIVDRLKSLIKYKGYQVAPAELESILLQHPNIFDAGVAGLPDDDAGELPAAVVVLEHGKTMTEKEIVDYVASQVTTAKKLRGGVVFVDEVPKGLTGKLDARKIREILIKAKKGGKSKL
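Biochemical qHTS of compounds, final roughly 60 µM downward over six points, against 10 nM purified firefly luciferase using Km concentrations of substrates (10 uM D-luciferin, 10 uM ATP) in Tris acetate pH 7.5 buffer; luminescence output.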
Rab9 prom act: Rab9 promoter activation; Potency, µM (doses to about 9.22 µM), inactives show at the top dose activation, negative = inhibition, usual class: activators; Huh7 Rab9 promoter-luciferase reporter, luminescence, 24 h; 2.8% of 320,000 active; AID 485297; also: % of control where 0% means no effect; nearly all actives have a fitted effect of over 60% in size
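Rab9 promoter-driven luciferase in stably transfected Huh7 cells; 1500 cells/well rested 2 h, exposed to compound in DMSO for 24 h at 37 °C, 5% CO2. Luminescence read 10 min after adding luciferase reagent at ambient temperature.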
The depositor's hits bear a star; u = inconclusive; x = no result given; [ ] = dose if it differs, or a comment. Unless noted, calls follow the shape of the dose curve; as a rule, active = well fitted curve in the direction sought with a large enough effect; inconclusive = small, poorly fitted or top-dose-only effect, or another doubt; inactive = no such curve, though single readings can be large; an effect the other way counts as inactive or inconclusive. Potency is read from the fitted curve at half-maximal effect.

SMILES | uPA generation | VP16 counter | ELG1 genotox | p53 reactivator | BRCA1 expr up | MBNL1-CUG inh | NPC1 prom act | RORg inh | FLuc modulator | Rab9 prom act
CCOC(=O)c1sc2nc3c(cc2c1N)COC(C)(C)C3 | -2% | 2% | u | u | u | u | 2.8µM* | u | 6.7µM* | 2.5µM*
CC(=O)N1CCc2cc(S(=O)(=O)Nc3ccc(C)cc3C)ccc21 | -17% | -14% | -5% | -5% | -33% | 2% | -4% | u | 0% | -1%
C=CCN(C(=O)C1CC(=O)N(C2CCCC2)C1)c1nc(-c2ccc(S(C)(=O)=O)cc2)cs1 (stereo unspecified) | -7% | x | -9% | u | -42% | x | 12% | x | -18% | 10%
C=CCNc1nc(N2CCOCC2)nc(N2CCOCC2)n1 | 5% | -9% | -1% | 7% | 6% | u | -1% | 14% | 9% | -2%
CCOc1ccc(NC(=S)N2CCC(NC(=O)C3CCCCC3)CC2)cc1 | -1% | -2% | -1% | 1% | -14% | 4% | -2% | 9% | 4% | 0%
COc1ccccc1OCc1csc(NC(=O)c2ccco2)n1 | 16% | -16% | 6% | u | 85% | 7% | u | 16% | u | u
CCN(c1ccccc1)S(=O)(=O)c1cccc(C(=O)NCc2ccncc2)c1 | 0% | x | -2% | -2% | -18% | x | 5% | x | 6% | -9%
COc1ccc(OC)c(C2C(C(C)=O)=C(O)C(=O)N2CCc2ccc(OC)c(OC)c2)c1 (stereo unspecified) | 3% | -14% | 4% | -5% | 9% | 22% | -3% | 8% | 0% | 1%
CC(=O)Nc1ccc(S(=O)(=O)N2CCN=C2SCc2ccc(F)cc2)cc1 | -16% | u | -3% | 0% | -36% | -9% | -1% | 35% | -4% | -13%
COc1ccc(NC(=O)N(CCO)Cc2cc3c(C)cc(C)cc3[nH]c2=O)cc1 | 1% | -5% | -1% | -3% | -25% | -1% | -1% | 2%[10 µM] | -3% | 0%
CCN(CC)C(=O)CSc1nc2cc3c(cc2c(=O)n1Cc1ccc(OC)cc1)OCO3 | 3% | 7% | 25% | -2% | -28% | -4% | 1% | 31% | -3% | 1%
Cc1ccc(NC(=O)CN2CCN(c3ccccn3)CC2)cc1S(=O)(=O)N(C)C | -5% | 3% | -10% | -4% | -28% | -4% | 0% | 14% | 2% | -3%
Cc1ccc(S(=O)(=O)Nn2c(C)nnc2-n2nc(C)cc2C)cc1 | -2% | -18% | 2% | 2% | -16% | 1% | -2% | 6% | 8% | 0%
Cc1ccc(C)c(Cc2c(C)nc3c(C(=O)N4CCOCC4)cnn3c2C)c1 | x | 3% | -7% | -28% | -1% | -11% | 6% | -14% | -1% | -5%
Cc1ccc2cc(/C=N/NC(=O)c3ccccc3[N+](=O)[O-])c(Cl)nc2c1 | 1% | -10% | 1% | 4% | 0% | 8% | -4% | -16% | -3% | -4%
CCOc1ccc(C(=O)NCc2cccnc2)cc1[N+](=O)[O-] | -1% | 5% | 0% | 10% | 0% | u | 0% | 13% | 0% | -3%
CCOC(=O)c1sc(NC(=O)C2C3C=CC(C3)C2C(=O)O)nc1C (stereo unspecified) | x | -2% | 3% | 3% | -2% | -5% | -2% | 15% | -2% | 2%
O=c1nccc(Nc2ccccc2)[nH]1 | -3% | -5% | -2% | 13% | 10% | -8% | -5% | -4% | 3% | -6%
COc1ccc(-c2nn(CC(=O)NCCc3ccccc3)c(=S)n2C)cc1 | -8% | 3% | -8% | 1% | -51% | -2% | -2% | u | -1% | -6%
O=[N+]([O-])c1ccc(N2N=C(c3ccccc3)CC2c2ccccc2O)cc1 (stereo unspecified) | x | u | -6% | -10% | x | 8% | -4% | 11% | 8% | 4%
COc1ccc(-c2nc3n(c(=O)c2C#N)CCS3)c(OC)c1 | 0% | 1% | 4% | -3% | -2% | 15% | 0% | -7% | -2% | 3%
Cc1nc2ccccn2c1C(=O)N=Nc1c(O)[nH]c2ccccc12 | -7% | 3% | 3% | 5% | 44% | 5% | 26% | 40% | -6% | 26%
CC(C)n1cc(NC(=O)C2CC(c3cccc(Br)c3)=NO2)cn1 (stereo unspecified) | 0% | 9% | 3% | -1% | 0% | -1% | 5% | 37% | 0% | 3%
CCCCS(=O)(=O)N1CCN(S(=O)(=O)c2ccc(Cl)s2)CC1 | -1% | -1% | u | -18% | 16% | -1% | 0% | -7% | 2% | -3%
CCOC(=O)C1(CCOc2ccccc2)CCN(Cc2ccc(OC)c(O)c2)CC1 | -33% | 5% | -1% | 17% | -28% | -20% | 7% | 22% | -8% | 0%
O=c1c(Cl)c(NCCO)ncn1-c1ccccc1 | 2% | -15% | 2% | 13% | -2% | -2% | 2% | -33% | 0% | 0%
O=C(CSc1nnc(Cc2ccccc2)n1-c1ccccc1)N1CCOCC1 | x | -11% | -1% | -2% | 0% | -7% | -3% | 12% | 3% | 0%
CC1CN(c2ccc(Cl)nn2)CC(C)O1 (stereo unspecified) | 1% | -10% | 5% | -1% | 0% | -4% | -11% | u | -7% | 1%
COc1cc(/C=C/C(=O)OCC(=O)c2ccc3c(c2)NC(=O)CO3)ccc1OC(F)F | 1% | x | -3% | 21% | 0% | x | 0% | x | 0% | -1%
COc1cc(CNCCO)ccc1OC1CCCC1 | -14% | -3% | 0% | -1% | 8% | -4% | 0% | 0% | 9% | 2%
CCc1ccc(NC(=O)c2cnc(N3CCN(c4ccccn4)CC3)c3ccccc23)cc1 | -9% | -10% | -19% | 0% | -95% | 98%[activator] | 1% | 15% | u | -15%
O=C(C1=C(O)C(=O)N(Cc2ccco2)C1c1ccccc1)c1cccs1 (stereo unspecified) | 0% | 2% | 0% | -2% | -28% | 5% | -3% | -2% | 6% | 0%
O=c1[nH]c(=O)n(Cc2ccccc2)c2nc(-c3ccco3)cc(C(F)(F)F)c12 | -18% | -17% | 12% | -9% | -43% | -2% | -2% | u | 11% | -2%
CCCCSc1nnc2nc(C)cc(C)n12 | -6% | 3% | 7% | 20% | 69% | -1% | 0% | 34% | -11% | 10%
COc1ccc(-c2nnco2)cc1OC | x | -4% | 1% | -27% | 27% | -5% | -4% | -3% | 5% | -5%
COc1ccc(NCC(=O)Nc2cc(S(=O)(=O)N3CCOCC3)ccc2N2CCOCC2)c(OC)c1 | -5% | 4% | 1% | -1% | -16% | 6% | -3% | 24% | -3% | -3%
COc1cc(NC(=O)c2cccc([N+](=O)[O-])c2C)ccc1NC(=O)c1ccco1 | 4% | 0% | 11% | 2% | 43% | -10% | 21% | 26% | 4% | 23%
COc1ccccc1CN(CC(=O)NCc1ccco1)C(=O)CNS(=O)(=O)c1ccc(C)cc1 | 2% | 2% | 3% | 4% | -18% | 5% | 1% | 25% | 0% | 0%
OC(c1cc(-c2ccc(C(F)(F)F)cc2)nc(C(F)(F)F)c1)C1CCCCN1 (stereo unspecified) | -18% | 22µM* | -22% | -13% | -102% | -5% | -4% | u | 5% | 2%
O=[N+]([O-])c1ccccc1/C=N/NC1=NCCCCC1 | 2% | 5% | u | u | u | u | u | 1% | u | u
Cc1ccc(-c2cc(C(=O)OCC(=O)N(C)C3CCS(=O)(=O)C3)c3ccccc3n2)c(C)c1 (stereo unspecified) | 10% | -13% | -3% | -13% | -13% | 39%[activator] | -7% | -10% | -15% | -1%
CC(C)(C)c1ccc(S(=O)(=O)O/N=C2/CCCCC2c2ccc([N+](=O)[O-])cc2[N+](=O)[O-])cc1 (stereo unspecified) | 1% | 15% | 5% | -3% | -19% | u | -2% | -5% | 0% | -2%
O=[N+]([O-])c1ccc(C(O)C(CO)NC(=S)Nc2ccccc2)cc1 (stereo unspecified) | 1% | 0% | -5% | -3% | -29% | 11% | -2% | 9% | 3% | -5%
CC(Oc1cc(-c2ccccc2)cc2ccccc12)C(=O)N1CCOCC1 (stereo unspecified) | -2% | -1% | -8% | -14% | -41% | 21% | 4% | -27% | -2% | 0%
Cc1nn(-c2cccc(C(F)(F)F)c2)c(=O)c2ccccc12 | 6% | 1% | -1% | 3% | -67% | -1% | -2% | 15% | u | 12%
O=C(CSc1nnc(Cc2ccccc2)o1)NC1CCCCC1 | 6% | -23% | 0% | 3% | -11% | 3% | 0% | -24% | 3% | 2%
CCOc1ccc(Nc2nc3cc(S(=O)(=O)CC)ccc3o2)cc1 | -3% | 7% | 4% | 7% | 1% | x | -1% | 0% | u | 10%

Four records drawn at random from the list so far:
SMILES | uPA generation | VP16 counter | ELG1 genotox | p53 reactivator | BRCA1 expr up | MBNL1-CUG inh | NPC1 prom act | RORg inh | FLuc modulator | Rab9 prom act
O=[N+]([O-])c1ccc(C(O)C(CO)NC(=S)Nc2ccccc2)cc1 (stereo unspecified) | 1% | 0% | -5% | -3% | -29% | 11% | -2% | 9% | 3% | -5%
O=C(C1=C(O)C(=O)N(Cc2ccco2)C1c1ccccc1)c1cccs1 (stereo unspecified) | 0% | 2% | 0% | -2% | -28% | 5% | -3% | -2% | 6% | 0%
O=[N+]([O-])c1ccccc1/C=N/NC1=NCCCCC1 | 2% | 5% | u | u | u | u | u | 1% | u | u
COc1ccccc1CN(CC(=O)NCc1ccco1)C(=O)CNS(=O)(=O)c1ccc(C)cc1 | 2% | 2% | 3% | 4% | -18% | 5% | 1% | 25% | 0% | 0%
